RAD52 anneal inh: RAD52 DNA annealing inhibitors, primary screen, biochemical, FRET, single point, set 2; inhibition, % at 18.7 µM; recombinant RAD52 DNA annealing, FRET fluorescence; 0.46% of 360,000 active; AID 651710, 2012; DNA repair protein RAD52 homolog (Homo sapiens), P43351;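 active means every replicate showing at least 50% inhibition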
Target sequence (P43351 whole entry, looked up): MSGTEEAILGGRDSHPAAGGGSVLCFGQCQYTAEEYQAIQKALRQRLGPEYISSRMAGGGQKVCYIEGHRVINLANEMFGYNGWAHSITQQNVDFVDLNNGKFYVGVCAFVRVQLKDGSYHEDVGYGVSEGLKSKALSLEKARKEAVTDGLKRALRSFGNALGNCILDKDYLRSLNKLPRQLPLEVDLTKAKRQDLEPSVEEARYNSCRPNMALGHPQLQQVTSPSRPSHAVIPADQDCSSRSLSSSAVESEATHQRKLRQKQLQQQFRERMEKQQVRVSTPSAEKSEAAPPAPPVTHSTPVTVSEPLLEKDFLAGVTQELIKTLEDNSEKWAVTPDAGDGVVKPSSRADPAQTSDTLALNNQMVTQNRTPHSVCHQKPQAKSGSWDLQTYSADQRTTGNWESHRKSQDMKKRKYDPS
miR122 inh: miR-122 Renilla sensor signal increase in Huh7, primary screen, miR-122 inhibitor project, cell-based, single point, plate reader. activation (reporter increase), % at 12.5 µM. Huh7 miR-122 Renilla luciferase sensor, 48 h; neutral wells = 0, positive control = 100. 0.3% of 340,000 active;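 active means mean replicate activation score at least 90 and every replicate individually at or above 90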;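 further: higher luciferase means less miR-122 activity so hits act as miR-122 inhibitors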
ERAP1 HTS inh: human ERAP1 aminopeptidase inhibitors, primary screen, biochemical, single point, plate reader. recombinant ERAP1, Leu-AMC fluorescence, 60 min. Endoplasmic reticulum aminopeptidase 1 (Homo sapiens), Q9NZ08. 0.15% of 340,000 active. inhibition, % at 10.7 µM;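 active means mean replicate inhibition of at least 30%, or all replicates individually reaching that 30% level; inactive means mean below 30% and not every replicate reaching it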;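 further: 0% = neutral control wells and 100% = L-leucinethiol positive control wells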
PglD inh: C. jejuni PglD acetyltransferase inhibitors, primary screen, biochemical, DTNB colorimetric, single point; UDP-N-acetylbacillosamine N-acetyltransferase PglD (Campylobacter jejuni); inhibition, % at 12.5 µM; 0.098% of 360,000 active; purified PglD enzyme, DTNB colorimetric CoA detection; in the data active means inhibition above about 16%, passing the limit was not always enough; further: strong numbers were not always called active
RAD54 inh: inhibitors of human RAD54 branch migration, primary screen, biochemical, fluorescence, single point; AID 602329, 2012; 0.14% of 360,000 active; inhibition, % at 10.4 µM; RAD54 Holliday junction branch migration, FAM/BHQ fluorescence;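 active means mean normalized replicate activity at least 40 and at least half of replicates scoring 40 or more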;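 further: 0% = median of neutral control wells and 100% = median of positive control wells; inhibitors cause a drop in the FAM fluorescence signal; in these data hits start at about 50%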
E-selectin induc: E-selectin induction in HUVECs, primary screen, imaging, HUVEC, immunofluorescence imaging, single point | P16581 | normalized: neutral wells 0, TNF-alpha wells 100 | activation, % at 7.58 µM | 0.37% of 260,000 active | AID 686992, 2013;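 active means mean E-selectin-positive cell signal at least 10% of the positive control, reached in at least 60% of replicates, without over 20% cell loss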;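 further: in these data hits start at about 27%; measured in HUVEC primary endothelial cells; signal is the percent of cells scored E-selectin positive by PE staining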
Target sequence (P16581 whole entry, looked up): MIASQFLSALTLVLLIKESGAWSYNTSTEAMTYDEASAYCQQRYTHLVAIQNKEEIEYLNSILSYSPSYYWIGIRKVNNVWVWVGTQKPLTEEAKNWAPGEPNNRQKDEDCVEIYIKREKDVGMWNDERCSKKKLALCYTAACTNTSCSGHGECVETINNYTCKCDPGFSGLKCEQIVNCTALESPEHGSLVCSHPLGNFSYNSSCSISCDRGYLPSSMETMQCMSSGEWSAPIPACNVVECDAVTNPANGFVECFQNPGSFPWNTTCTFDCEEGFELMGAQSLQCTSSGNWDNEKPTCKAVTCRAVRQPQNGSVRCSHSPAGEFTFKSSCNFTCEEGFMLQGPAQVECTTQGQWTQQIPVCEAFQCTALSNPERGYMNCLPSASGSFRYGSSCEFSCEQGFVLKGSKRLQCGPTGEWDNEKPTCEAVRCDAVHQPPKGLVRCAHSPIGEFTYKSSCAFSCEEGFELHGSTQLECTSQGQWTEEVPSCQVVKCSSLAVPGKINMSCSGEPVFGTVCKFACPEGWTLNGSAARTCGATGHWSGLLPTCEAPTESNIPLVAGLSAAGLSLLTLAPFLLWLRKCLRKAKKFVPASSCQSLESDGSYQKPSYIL
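Read-out basis: % PE-positive cells; Test system: HUVEC primary endothelial cells; Technique: immunofluorescence imaging; Dosing: single-point compound dose.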
Cneo AK release: Cryptococcus neoformans cell lysis inducers, primary screen, AK release luminescence, single concentration; C. neoformans lysis, adenylate kinase release luminescence, 4 h; normalised: neutral wells 0, clomiphene wells 100; lysis activity, % at 15 µM; 0.2% of 360,000 active; AID 651654, 2012;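 active means mean lysis activity across replicates of at least 80%, whatever share of replicates individually reach that level; inactive means mean lysis activity below 80%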
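Test system: log-phase Cryptococcus neoformans yeast cells. Input: 5 × 10^6 yeast cells/mL. Medium: fresh YPD growth medium. Doses: single dose. Incubation: static 4 h at 37 °C with compound, 1 h detection. Measured by: luminescent adenylate kinase detection reagent. Read-out: signal increase indicating cell lysis. Benchmarks: Clomiphene.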
PGC1a acetyl inh: inhibitors of PGC1a acetylation signal, primary screen, cell-based, U2OS, AlphaScreen, inhibitor mode. AlphaScreen anti-acetyl-lysine; with virally co-expressed GCN5 acetyltransferase. inhibition, % at 15.6 µM. 0.17% of 350,000 active;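 active means every replicate shows inhibition of at least 40%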;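 further: 0% = neutral control wells and 100% = positive control wells; some results beyond the cut were filed as inactive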
Numbers without * were called inactive; x = not tested or not shown; & = joins results of further samples; [ ] = another dose, or the depositor's remark. Not a hit list; overall some 1.4% were active at least once.

SMILES	RAD52 anneal inh	miR122 inh	ERAP1 HTS inh	PglD inh	RAD54 inh	E-selectin induc	Cneo AK release	PGC1a acetyl inh
CC(C)Oc1ccc(/C(O)=C2/C(=O)C(=O)N(CCN3CCNCC3)C2c2ccc(C(C)C)cc2)cc1 (stereo not given)	-4	-9	0	3	4	0.0	0	5
COc1ccc(-c2nnc(SCC(=O)Nc3cccnc3Cl)n2C)cc1	-2	-1	1	-4	-8	0.1	0	x
CN(C)C(=O)[C@@H]1[C@@H](CO)[C@@H]2Cn3c(ccc(C4=CCCCC4)c3=O)[C@H]1N2Cc1ccncc1	-15	x	-1	3	11	-0.2	0	x
Cc1c(N=Nc2c(-c3ccc([N+](=O)[O-])cc3)[nH]n(C(N)=S)c2=O)cccc1[N+](=O)[O-]	-5	-3	-3	x	x	1.1	x	-10
Nc1ccccc1Nc1c(F)c(F)nc(F)c1Cl	-7	5	0	-1	8	0.0	0	5
CC(=O)c1c(O)cc(C)n(Cc2ccccc2)c1=O	x	0	x	2	10	x	2	20
Cc1ccccc1Cn1cc(NC(=O)c2cc(C3CC3)on2)cn1	-13	10	-2	x	x	12	x	x
N#C[C@@H]1[C@@H](c2ccccc2-c2ccc(F)cc2)[C@H](CO)N1C(=O)Cc1cccnc1	-3	x	-2	x	x	-0.1	x	8
O=C(COc1cc2oc(=O)c3c(c2cc1Cl)CCC3)NCC(O)c1ccccc1 (stereo not given)	-20	-6	2	4	-3	x	8	-1
CCC(=O)N1[C@@H]2c3cccc(=O)n3C[C@@H]2[C@@H](CO)[C@@H]1C(=O)N[C@H](C)c1ccccc1	10	x	-7	x	x	0.3	x	-4
COc1ccc(CCNC(=O)c2nnn(-c3ccccc3OC)c2N)cc1OC	x	-7	x	-8	3	x	-1	-34
Cc1cc(C)c2nc(C(F)(F)F)nc(N3CCN(C(=O)c4ccco4)CC3)c2c1	x	-6	x	3	15	x	2	4
CC=Cc1ccc2n(c1=O)C[C@H]1[C@H](CO)[C@@H](C(=O)N3CCN(C)CC3)N(Cc3ccccc3F)[C@@H]21 (mixture of isomers)	3	4[16.7 µM]	-2	-1	22	-0.5	1	-4
COc1ccc(C2/C=C\CC(NS(=O)(=O)c3ccc(C)cc3)CC(=O)N2Cc2ccccc2F)cc1 (stereo not given)	x	14	x	3	-3	x	1	-2
O=C(NCCc1ccc(Cl)cc1)C1CCN(c2cnccn2)CC1	-18	-4	6	5	-10	x	4	5
Cn1cc(CC(=O)NCc2ccc(F)cc2)c2ccccc21	6	-10	-3	4	-5	0.0	-1	x
CC(=O)c1sc(NC(C)c2ccccc2)nc1C (stereo not given)	-14	-7	2	-1	-4	0.2	2	8
C=CCNc1nc2cc(-c3ccccc3C)sc2c(=O)n1C	-74	18	-1	-3	4	x	0	x
CCN(CC)C(=O)Cn1c(=O)n(CCC(=O)Nc2ccc(F)cc2)c(=O)c2sccc21	-5	1	1	-3	-4	1.2	-1	4
COc1ccc(CNC(=O)CCCCCNC(=O)N2CCn3c2nc2ccccc23)cc1	-7	0	1	1	-10	x	-2	-9
Cc1noc(C)c1NC(=O)Nc1ccc2c(c1)C(=O)N([C@H](C)CO)C[C@@H](C)[C@H](CN(C)C(=O)Nc1cccc3ccccc13)O2	-4	-1[16.7 µM]	-1	1	-3	0.0	-2	8
Cc1nc2c(-c3ccc(F)cc3)c(C)nn2c(C)c1CCC(=O)N1CCN(c2ccccc2)CC1	-5	-3	3	x	-2	0.0	-1	2
CN(C)C(=O)c1cccn(Cc2ccc(C(F)(F)F)cc2)c1=O	-26	-3	-3	-3	-5	x	-4	1
CC(C)c1ccc(/C=C2\SC(=O)N(CC(=O)NC3CCS(=O)(=O)C3)C2=O)cc1 (stereo not given)	-25	-5	-3	3	4	x	-2	1
CO[C@@H]1CN(C)C(=O)c2cc(NS(=O)(=O)Cc3ccccc3)ccc2OC[C@@H](C)NC[C@@H]1C	-29	x	4	-4	0	0.1	7	6
O=C(N[C@H]1CC[C@@H](CCNS(=O)(=O)c2ccc(F)cc2)O[C@H]1CO)C1CC1	-6	x	1	1	-2	0.0	3	-9
C[C@H]1CN([C@@H](C)CO)C(=O)Cc2cc(NC(=O)Cn3cnnn3)ccc2O[C@@H]1CN(C)C(=O)Nc1ccc(C(F)(F)F)cc1	3	4[16.7 µM]	2	8	0	10	-2	4
COc1ccc(NC(=O)N(C)C[C@@H]2OCc3cnnn3CCCC(=O)N([C@H](C)CO)C[C@H]2C)cc1	-1&-10	-4	-8&0	0	-3	-0.1&0.0	1	-1&11
CC1CCN(c2ccc(S(=O)(=O)NC3=NCCCCC3)cc2[N+](=O)[O-])CC1	-6	-5	0	x	-4	-1.2	-1	13
O=C(N/N=C/c1ccncc1)c1cccc(S(=O)(=O)N2CCCC2)c1	1	-4	0	2	6	6.0	x	1

Five successive records out of the list so far:
SMILES	RAD52 anneal inh	miR122 inh	ERAP1 HTS inh	PglD inh	RAD54 inh	E-selectin induc	Cneo AK release	PGC1a acetyl inh
Cc1noc(C)c1NC(=O)Nc1ccc2c(c1)C(=O)N([C@H](C)CO)C[C@@H](C)[C@H](CN(C)C(=O)Nc1cccc3ccccc13)O2	-4	-1[16.7 µM]	-1	1	-3	0.0	-2	8
Cc1nc2c(-c3ccc(F)cc3)c(C)nn2c(C)c1CCC(=O)N1CCN(c2ccccc2)CC1	-5	-3	3	x	-2	0.0	-1	2
CN(C)C(=O)c1cccn(Cc2ccc(C(F)(F)F)cc2)c1=O	-26	-3	-3	-3	-5	x	-4	1
CC(C)c1ccc(/C=C2\SC(=O)N(CC(=O)NC3CCS(=O)(=O)C3)C2=O)cc1 (stereo not given)	-25	-5	-3	3	4	x	-2	1
CO[C@@H]1CN(C)C(=O)c2cc(NS(=O)(=O)Cc3ccccc3)ccc2OC[C@@H](C)NC[C@@H]1C	-29	x	4	-4	0	0.1	7	6

More results:
SMILES	RAD52 anneal inh	miR122 inh	ERAP1 HTS inh	PglD inh	RAD54 inh	E-selectin induc	Cneo AK release	PGC1a acetyl inh
N#CCC(=O)Nc1ccc(C(=O)Nc2cccnc2)cc1	-19	6	1	-3	-16	-0.3	1	-17
Oc1ccc2oc3c(c2c1/C=N/n1cnnc1)CCCC3	x	-14	x	1	3	x	-1	x
NS(=O)(=O)c1cccc(NC(=O)CSc2nc3ccccc3c(=O)n2CC2CCCO2)c1 (stereo not given)	-13	-1	-2	-6	3	-0.1	2	14
Cc1cc(F)ccc1S(=O)(=O)Nc1ccc(O)c(Sc2ncn[nH]2)c1	5	-6	-2	-1	-5	x	0	x
O=C(COC(=O)c1ccc[n+]([O-])c1)Nc1ccc(Cl)cc1[N+](=O)[O-]	-11	-2	-1	4	1	x	0	-1
CC(=O)C[C@H]1c2ccccc2S(=O)(=O)N1C1CCCCC1	-13	36	2	-2	8	0.5	1	-9
Cc1cccc(NC(=O)CN(C)C(C)C(=O)Nc2ccc(S(=O)(=O)N3CCCC3)cc2)c1C (stereo not given)	-4	0	2	-7	-8	x	2	3
Cc1c(NC(=O)C(C)Sc2ccc3ccccc3n2)c(=O)n(-c2ccccc2)n1C (stereo not given)	x	-8	x	-3	0	x	-3	-11
C[C@H](CO)N1C[C@H](C)[C@@H](CN(C)C(=O)Cc2ccccc2)Oc2cc(C#CC3CCCC3)ccc2S1(=O)=O	6	23[16.7 µM]	0	-6	-10	-4.5	1	6
Cc1nn2c(=O)c(NC(=O)c3ccc(Cl)cc3)cnc2s1	0	-4	-1	-3	0	5.5	6	-1
CCCC(=O)Nc1ccc2c(c1)C(=O)N(C)C[C@H](OC)[C@H](C)CN(Cc1ccccn1)[C@H](C)CO2	-6	x	-1	-1	4	-0.1	-1	0
C[C@@H]1CN([C@H](C)CO)C(=O)Cc2cc(NC(=O)c3ccncc3)ccc2O[C@@H]1CN(C)S(=O)(=O)c1ccc(F)cc1	2	-8[16.7 µM]	-2	2	-1	-0.2	0	1
C[C@@H]1CN([C@@H](C)CO)C(=O)c2cc(Br)cnc2O[C@@H]1CN(C)S(C)(=O)=O	-16&-11	-1	4	-4	2	1.5&-0.4	0	5
CSc1ncccc1C(=O)OCC(=O)Nc1ccc2c(c1)CCC2	-7	x	2	0	-7	0.3	7	-19
COc1ccc(C(=O)CCc2ccccc2)cc1	-8	-2	-3	-6	-11	x	1	8
COc1cc(C(=O)N2CCN(c3ccccc3OC)CC2)c([N+](=O)[O-])cc1OC	-4	x	4	3	7	x	1	3
CCOC(=O)CNC(=O)c1cn(CC(C)C)c(=O)c2cc(OC)c(OC)cc12	x	-5	x	0	14	x	1	-5
Cc1cc(C)n(-c2nc3c(c(=O)n(C)c(=O)n3C)n2CCO)n1	1	x	-1	x	x	-1.8	x	-2
c1cncc(-c2nc3ccccc3o2)c1	x	-1	x	-8	-1	x	-2	-8
Cc1ccc(CNC(=O)c2cc(=O)c3cc(C)ccc3o2)cc1	-9	0	-2	-1	4	-0.2	2	0
C[C@@H]1CN([C@H](C)CO)C(=O)Cc2cc(NC(=O)c3ccncc3)ccc2O[C@H]1CN(C)S(=O)(=O)c1cn(C)cn1	-15	-8[16.7 µM]	0	-3	-1	-5.5	0	2
C[C@H]1CN([C@@H](C)CO)C(=O)CCCn2cc(nn2)CO[C@H]1CN(C)Cc1cccc(C(F)(F)F)c1	0	0[16.7 µM]	-3	2	2	0.1	30	8
COc1ccc(C2CC(=O)C(C=NCCO)=C(O)C2)cc1OC (stereo not given)	x	-4	x	6	-8	x	0	-1
c1ccc2c(c1)c1c3n2CCNC3CCC1 (stereo not given)	x	-15	x	-4	-5	x	0	1
C(=N\c1nccs1)/c1cccnc1	x	-3	x	0	10	x	1	6
O=C(C[C@@H]1C=C[C@H](NC(=O)Nc2cc(F)ccc2F)[C@H](CO)O1)Nc1ccc(-c2ccccc2)cc1	-6	x	0	1	-8	0.4	3	-5
COc1cccc(CCC(=O)N2CCC(n3nccc3NC(=O)C3CCOC3)CC2)c1 (stereo not given)	-2	4	3	-5	-1	x	3	1
COc1ccc(-n2c(CN3CCN(c4ccccn4)CC3)nc3ccc([N+](=O)[O-])cc3c2=O)c(OC)c1	-11	5	-1	9	11	-0.1	2	4
COc1ccc(CC(=O)Nc2ccccc2C(=O)NCCc2ccccc2)cc1	7	-6	0	-2	11	x	1	-4
O=C(O)c1cc(C2CC2)nn1-c1ccccc1	2	2	-2	-1	7	x	1	x
CCCC(c1nnnn1CCOC)N(Cc1cc2cc(C)c(C)cc2[nH]c1=O)CC1CCCO1 (stereo not given)	-50	4	3	3	-8	x	-1	-2
Cn1cnc(S(=O)(=O)N2C[C@@H](O)COC[C@@H]3O[C@H](CC(=O)N4CCN(c5ccccc5)CC4)CC[C@H]32)c1	-14	-1[16.7 µM]	0	1	-8	0.0	1	-5
CCCCOc1ccc(Nc2cc(Cl)ccc2C(=O)O)cn1	-16	x	3	-6	2	x	-16	x
C=CCNC(=O)N1CCC(n2nccc2NC(=O)CCCc2ccccc2)CC1	-6	-6	-7	-3	-3	x	-1	-2
Cc1ccc(N(CC2CO2)S(=O)(=O)c2ccc([N+](=O)[O-])cc2)cc1 (stereo not given)	3	-7	1	4	1	0.4	2	x
C[C@H]1CN([C@@H](C)CO)S(=O)(=O)c2ccc(C#Cc3ccccc3)cc2O[C@H]1CN(C)S(C)(=O)=O	-35	2[16.7 µM]	-2	-1	-7	0.0	-1	-2

Bioassay records deposited in PubChem BioAssay by Broad Institute.
